aSyn yeast rescue – qHTS of alpha-syn Inhibitors: NCGC Sytravon Library Screen | S. cerevisiae alpha-synuclein toxicity rescue, BacTiter-Glo growth, 24 h | Potency, µM (top dose mostly 46.1 µM), for inactives: at the top dose growth rescue (activation), most hits filed as activators | actives 0.02% (n = 94,000); active means well fitted activation curve with a large enough effect; inconclusive means small, poorly fitted or top-dose-only effect; further: 0% is about no effect
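Growth restoration measured by BacTiter-Glo luminescence after 24 hr at 30 deg C; alpha-synuclein yeast, raffinose-pregrown to mid-log, were added at OD600=0.02 in galactose medium onto pinned compounds.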
An asterisk follows results filed as active; [ ] = remark or other dose. Potency means the concentration at half of the fitted maximal effect.

For CCOC(=O)N1CCc2c(sc3c2c(=O)n(Cc2ccccc2)c(=O)n3Cc2cccc(C)c2)C1 the results were aSyn yeast rescue 0%.
For CC(=O)Nc1cccc(C(=O)NCc2ccc3c(c2)CCN3C(=O)c2ccc(F)cc2)c1 the results were aSyn yeast rescue 6%.
`CCc1ccccc1NC(=O)c1cc(-c2cccs2)on1` gave aSyn yeast rescue -4%.
`C[C@H]1CN([C@@H](C)CO)C(=O)c2cc(/C=C/c3ccccc3)cnc2O[C@H]1CN(C)C(=O)c1cccc(F)c1` gave aSyn yeast rescue 0%.
COc1ccc(CNS(=O)(=O)c2ccc(-c3cnc(C4CC4)o3)cc2)cc1 was read as aSyn yeast rescue 2%.
`O=C(NC1CC(=O)N(c2cccc(F)c2)C1)C(c1ccccc1)c1ccccc1` (configuration not stated) gave aSyn yeast rescue 6%.
Screening CC(OC(=O)C1CCCC1)C(=O)Nc1ccc(C(N)=O)cc1 (configuration not stated) returned aSyn yeast rescue -10%.
Screening C[C@H](CO)N1C[C@H](C)[C@@H](CN(C)S(=O)(=O)c2ccc(F)cc2)OCc2cnnn2CCCC1=O returned aSyn yeast rescue -4%.
Screening CCCCN1C(=O)c2[nH]nc(-c3ccccc3O)c2C1c1ccc(C(C)(C)C)cc1 (configuration not stated) returned aSyn yeast rescue 1%.
C[C@H](CO)N1C[C@H](C)[C@@H](CN(C)Cc2cccnc2)Oc2cc(-c3cccnc3)ccc2S1(=O)=O was read as aSyn yeast rescue 4%.
`CC(C)n1c(C(F)(F)F)nc2cc(C(=O)N3CCC(O)CC3)ccc21` gave aSyn yeast rescue 0%.
Screening Cc1ccc(S(=O)(=O)N/N=C/c2ccc(OCC(=O)Nc3ccccc3Cl)cc2)cc1 returned aSyn yeast rescue -10%.
`COCCCNc1nc2c(-c3cccc(Br)c3)nnn2c2ccccc12` gave aSyn yeast rescue -2%.
COc1cccc2c1cc1c(=O)n(CC(=O)NCCCN3CCN(C)CC3)nc(C)n12 was read as aSyn yeast rescue 4%.
For Cc1cc(C)cc(NC(=O)C(OC(=O)c2sccc2C)c2ccccc2)c1 (configuration not stated) the results were aSyn yeast rescue -1%.
`CCc1ccccc1N1CC(c2nc3ccccc3n2Cc2cccc(C)c2)CC1=O` (configuration not stated) gave aSyn yeast rescue inconclusive.
Cc1ccc(C)c2sc(NC(=O)C3CC3)nc12 was read as aSyn yeast rescue 5%.
For CCC(Sc1nnc(-c2ccc(OC)cc2)c(-c2ccc(OC)cc2)n1)C(=O)Nc1cccc(OC)c1 (configuration not stated) the results were aSyn yeast rescue 6%.
COc1cc(Cl)c(C)cc1NC(=O)CN1c2ccccc2S(=O)(=O)c2ccccc21 was read as aSyn yeast rescue 3%.
CN(C)S(=O)(=O)c1ccc(C(=O)NCCSc2c(-c3ccc(Br)cc3)[nH]c3ccccc23)cc1 was read as aSyn yeast rescue 8%.
Screening CC(=O)Nc1ccc(NC(=O)CNC(=O)c2sc3ccccc3c2Cl)cc1 returned aSyn yeast rescue 0%.
`Cc1ccc(N2CC(C)Cn3c2nc2c3c(=O)n(Cc3cccc(Cl)c3)c(=O)n2C)cc1` (configuration not stated) gave aSyn yeast rescue 7%.
Screening O=C(Nc1nc(-c2ccccn2)cs1)C12CC3CC(CC(O)(C3)C1)C2 returned aSyn yeast rescue -3%.
`CCc1ccc2nc(N(CCN(CC)CC)C(=O)c3cccs3)sc2c1` gave aSyn yeast rescue -1%.
For COc1cc(=O)[nH]c(SC(C)C(=O)Nc2cccc3ccccc23)n1 (configuration not stated) the results were aSyn yeast rescue 9%.
Screening Cc1noc(C)c1S(=O)(=O)N(C)C[C@@H]1OCc2cnnn2CCCC(=O)N([C@@H](C)CO)C[C@H]1C returned aSyn yeast rescue 1%.
CCOc1ccccc1NC(=O)c1cc(S(=O)(=O)N2CCOCC2)cn1C was read as aSyn yeast rescue -6%.
Screening Cc1cccc(NC(=O)Nc2nnc(N(C)Cc3ccccc3)s2)c1 returned aSyn yeast rescue -9%.
Screening COc1cc(C(=O)OCCCN2CCOCC2)cc(OC)c1OC returned aSyn yeast rescue 6%.
Screening Cc1ccc(C)c(S(=O)(=O)Nc2nc3ccc(S(N)(=O)=O)cc3s2)c1 returned aSyn yeast rescue 6%.
For COc1ccc(/C=C/C(=O)Nc2ccc(C(C)=O)cc2)cc1S(=O)(=O)N1CCOCC1 the results were aSyn yeast rescue 5%.
For CCCN(CC(=O)Nc1ccccc1C)C(=O)CCN1C(=O)c2cccc([N+](=O)[O-])c2C1=O the results were aSyn yeast rescue 6%.
For Cc1sc2ncnc(N3CCC(C(=O)Nc4nc(-c5ccc(F)cc5)cs4)CC3)c2c1C the results were aSyn yeast rescue -5%.
Screening COc1ccc(-c2nc(CNS(=O)(=O)c3cc(OC)ccc3OC)cs2)cc1 returned aSyn yeast rescue -6%.
COc1ccc(S(=O)(=O)N(C)C[C@H]2OCCCC[C@@H](C)Oc3ccc(NC(=O)CCC(F)(F)F)cc3C(=O)N([C@H](C)CO)C[C@@H]2C)cc1 was read as aSyn yeast rescue -7%.
Screening Cc1cccc2cc(C3CC(c4cccs4)=NN3S(C)(=O)=O)c(Cl)nc12 (configuration not stated) returned aSyn yeast rescue 14%.

5 entries out of the list, ordered by length of the SMILES, smallest number first.
Screening Cc1cccc(NC(=O)Nc2nnc(N(C)Cc3ccccc3)s2)c1 returned aSyn yeast rescue -9%.
`CCc1ccc2nc(N(CCN(CC)CC)C(=O)c3cccs3)sc2c1` gave aSyn yeast rescue -1%.
Screening Cc1ccc(C)c(S(=O)(=O)Nc2nc3ccc(S(N)(=O)=O)cc3s2)c1 returned aSyn yeast rescue 6%.
Screening Cc1ccc(S(=O)(=O)N/N=C/c2ccc(OCC(=O)Nc3ccccc3Cl)cc2)cc1 returned aSyn yeast rescue -10%.
Screening Cc1noc(C)c1S(=O)(=O)N(C)C[C@@H]1OCc2cnnn2CCCC(=O)N([C@@H](C)CO)C[C@H]1C returned aSyn yeast rescue 1%.

More entries:
For CN1C(=O)Cc2cc(S(=O)(=O)Nc3ccc(N4CCOCC4)cc3)ccc21 the results were aSyn yeast rescue 7%.
For Cc1ccc(Sc2c(C)nn(-c3ccccc3)c2OC(=O)C(C)(C)C)cc1 the results were aSyn yeast rescue -20%.
`Cc1ccc(S(=O)(=O)N2CCN(C(=S)NCC3CCCO3)CC2)cc1` (configuration not stated) gave aSyn yeast rescue -13%.
CC(C)n1c(NCCO)nc2ccccc21 was read as aSyn yeast rescue -8%.
`C=CCN1C(=O)C(C)NC1=S` (configuration not stated) gave aSyn yeast rescue -8%.
COc1ccc(-c2nn3c(=O)cc(CN4CCN(C(=O)c5ccc(OC)c(OC)c5)CC4)nc3s2)cc1 was read as aSyn yeast rescue 1%.
`CC(=O)c1ccc(NC(=O)Cn2ncc3c(C)n(Cc4ccc(F)cc4)c(C)c3c2=O)cc1` gave aSyn yeast rescue 13%.
Screening Cc1cc(-c2ccccc2)[nH]c(=O)c1C#N returned aSyn yeast rescue 6%.
Screening Cc1ccc(C(=O)NCC(=O)OCc2nnc(-c3ccc([N+](=O)[O-])cc3)o2)cc1 returned aSyn yeast rescue 13%.
`COc1cc2c(C(=O)N(C)c3cccc(C(F)(F)F)c3)cn(CC(C)C)c(=O)c2cc1OC` gave aSyn yeast rescue 5%.
`O=C(CCCn1c(=O)c2sccc2n(Cc2cccc(Cl)c2)c1=O)NCc1ccc2c(c1)OCO2` gave aSyn yeast rescue -4%.
CC(NCc1cccs1)C(=O)Nc1cc(Cl)cc(Cl)c1 (configuration not stated) was read as aSyn yeast rescue -4%.
Screening Fc1ccc(Cn2nnc3ccccc32)cc1 returned aSyn yeast rescue -16%.
`NC(=O)c1sc2nc3c(c(-c4ccco4)c2c1N)CCCC3` gave aSyn yeast rescue inconclusive.
`CN(C)S(=O)(=O)c1ccc(N2CCCC2)c(C(=O)NNC(=O)c2ccc(Br)cc2)c1` gave aSyn yeast rescue 5%.
Screening COc1cc(OC)c(NC(=O)N2CCCn3nc(C)cc32)cc1Cl returned aSyn yeast rescue 0%.
`Brc1cc2c(cc1CSc1ncccn1)OCO2` gave aSyn yeast rescue 15%.
Screening COc1ccc(NC(=O)CN2C(=O)NC(C)(c3ccccc3)C2=O)cc1Cl (configuration not stated) returned aSyn yeast rescue 7%.
O=C(NC1CCN(C(=S)NCc2ccco2)CC1)c1cccc(F)c1 was read as aSyn yeast rescue 6%.
CC(C)OC(=O)CNc1n[nH]c(=S)[nH]c1=O was read as aSyn yeast rescue 6%.
CC1=C(C(=O)N2CCOCC2)CC(CC(=O)NCc2ccco2)C(=O)N1Cc1ccccc1 (configuration not stated) was read as aSyn yeast rescue -4%.
Screening CN(C)c1ccc(C2C=C(c3ccccc3)Nc3nnnn32)cc1 (configuration not stated) returned aSyn yeast rescue -3%.
Screening O=C(Oc1coc(CSc2nnc(NC(=O)C3CC3)s2)cc1=O)c1c(F)cccc1F returned aSyn yeast rescue 6%.
`Nc1cccn2c(-c3ccc(Cl)c(Cl)c3)cnc12` gave aSyn yeast rescue -43%[inhibitor].
O=C(Cc1ccc(-n2c(=O)[nH]c3ccsc3c2=O)cc1)N1CCN(c2ccc(Cl)cc2)CC1 was read as aSyn yeast rescue -7%.
CC(=O)c1ccc(NC(=O)C2CCCN(S(=O)(=O)c3cn(C)cn3)C2)cc1 (configuration not stated) was read as aSyn yeast rescue 3%.
COc1ccccc1CNC(=O)COC(=O)CSc1ccc(Cl)cc1 was read as aSyn yeast rescue -5%.
For CO/N=C/c1c(-c2ccccc2)nn(C)c1Cl the results were aSyn yeast rescue 7%.
`CC(C)OCCCn1c(SCc2ccccc2C#N)nc2c(sc3ccccc32)c1=O` gave aSyn yeast rescue 2%.
For S=C(NCC1CCCO1)N1CCN(c2ccccc2)CC1 (configuration not stated) the results were aSyn yeast rescue -6%.
For Cc1ccc2nc(/C(C#N)=C/c3cccc(Br)c3)[nH]c2c1 the results were aSyn yeast rescue -10%.
O=C(CCn1cnc2onc(-c3ccc(F)cc3)c2c1=O)Nc1ccc(F)c(Cl)c1 was read as aSyn yeast rescue -9%.
For Cc1ccc(-c2nc(S(=O)(=O)c3ccccc3)c(SCC(=O)NC3CCCCC3)o2)cc1 the results were aSyn yeast rescue 4%.
`CCOc1ccc(CNC(=O)c2cnc3sc(N(CC)CC)nn3c2=O)cc1OC` gave aSyn yeast rescue -5%.
For C[C@H](O)[C@@H]1CN2CCc3c([nH]c4ccc(-c5ccc6c(c5)OCO6)cc34)[C@@H]2C[C@@H]1N(C)C(=O)Nc1cc(Cl)cc(Cl)c1 the results were aSyn yeast rescue -38%[inhibitor].
Screening CCc1ccc(-n2c(SC(CC)C(=O)N(CC)CC)nc3n[nH]c(C)c3c2=N)cc1 (configuration not stated) returned aSyn yeast rescue 7%.
For O=C(CSc1nc2ccccc2nc1N1CCCC1)Nc1ccc(F)cc1 the results were aSyn yeast rescue 6%.
Screening CCOC(=O)c1ccc(NC2=CC(c3ccc(F)cc3)N(c3ccc(C(=O)OCC)cc3)C2=O)cc1 (configuration not stated) returned aSyn yeast rescue 3%.
Screening Cc1nn(CC(=O)NCCc2ccccc2)c(=O)c2nn(-c3ccccc3)c(C)c12 returned aSyn yeast rescue -8%.
Screening COc1ccc(S(=O)(=O)N2CCC(C(=O)Nc3cc(C(F)(F)F)ccc3Cl)CC2)cc1 returned aSyn yeast rescue 7%.
For COCCCn1c(=N)c(S(=O)(=O)c2ccccc2)cc2c(=O)n3cccc(C)c3nc21 the results were aSyn yeast rescue -7%.
For O=C(Cn1c(=O)c2cccn2c2ccc(F)cc21)N1CCN(c2ccccc2)CC1 the results were aSyn yeast rescue -5%.
Screening O=C(Nc1noc2ccccc12)c1cccc(F)c1 returned aSyn yeast rescue -25%.
For CCN(CC(=O)Nc1c(F)cccc1F)C(=O)CCC(=O)c1ccc(F)cc1 the results were aSyn yeast rescue -6%.
For Cc1ccc2oc(=O)c(S(=O)(=O)c3ccc(C(C)(C)C)cc3)cc2c1 the results were aSyn yeast rescue -10%.
CCOC(=O)N1CCC(NC(=O)C2CCN(Cc3nc(-c4ccc(CC)cc4)oc3C)CC2)CC1 was read as aSyn yeast rescue -1%.
`COc1cc(Cl)c(C)cc1NC(=O)CSc1cc(-c2ccccc2)nc(C)n1` gave aSyn yeast rescue 9%.
`C=CCNC(=O)C1=NN(c2c(F)c(F)cc(F)c2F)C(=O)CC1` gave aSyn yeast rescue -5%.

Of the compounds above, 3 contain a furan ring, fused or not:
`NC(=O)c1sc2nc3c(c(-c4ccco4)c2c1N)CCCC3` gave aSyn yeast rescue inconclusive.
O=C(NC1CCN(C(=S)NCc2ccco2)CC1)c1cccc(F)c1 was read as aSyn yeast rescue 6%.
CC1=C(C(=O)N2CCOCC2)CC(CC(=O)NCc2ccco2)C(=O)N1Cc1ccccc1 (configuration not stated) was read as aSyn yeast rescue -4%.

Further results
`O=C(CN(Cc1ccccc1)C(=O)CCC(=O)Nc1ccccn1)NCc1ccc(F)cc1` gave aSyn yeast rescue 2%.
`O=P(O)(O)c1cc(-c2ccccc2)oc1-c1ccccc1` gave aSyn yeast rescue -6%.
`Cc1cc(N(C)C)ccc1N=Nc1ccc2ncccc2c1` gave aSyn yeast rescue -13%.
Screening CCOCCCn1c(SCC(=O)NCCCOC)nc2c(sc3ccccc32)c1=O returned aSyn yeast rescue -8%.
Screening COc1cc(/C=N/Nc2ccc([N+](=O)[O-])cn2)cc(OC)c1O returned aSyn yeast rescue 7%.
Screening CCNC(=O)Cn1nc(C)n2c(cc3c(OC)cccc32)c1=O returned aSyn yeast rescue -4%.
CCc1ccccc1NC(=O)CSC1=Nc2ccccc2C2=NC(Cc3ccccc3)C(=O)N12 (configuration not stated) was read as aSyn yeast rescue 0%.
`CCc1ccc(NC(=O)Cn2c(=O)c(CNc3ccccc3)cc3cc(OC)c(OC)cc32)cc1` gave aSyn yeast rescue -9%.
COc1ccc(C)cc1NC(=O)c1ccccc1NS(=O)(=O)c1ccc(Cl)s1 was read as aSyn yeast rescue -36%[inhibitor].
Cc1nnc(SCC(=O)Nc2cc(S(=O)(=O)N3CCCC3)ccc2Cl)s1 was read as aSyn yeast rescue 16%.

The list is partial; the hit share may differ from the screen's.
